Screening results: PubChem, National Center for Advancing Translational Sciences (NCATS)
Pf Dd2 inh – qHTS Primary assay for Inhibitors of Plasmodium falciparum Dd2 growth in vitro; P. falciparum Dd2 growth, SYBR Green, 72 h; 120,000 tested, 4.3% active; Potency, µM (series often up to 28.9 µM), for the others: at the highest dose activity, negative = inhibition, most hits filed as inhibitors; active = well fitted inhibition curve with a large enough effect; inconclusive = small, poorly fitted or top-dose-only effect; inactive = no such curve, though single readings can be large or run the other way;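 note: plate controls were DMSO vehicle for no effect and reference drug for full effect; nearly all actives have a fitted effect of over 65% in size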
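Infected erythrocytes (Dd2, 0.3% parasitemia, 2.5% hematocrit final) are added to compound in RPMI-1640/Albumax II medium, grown 72 h at 37C in low oxygen, then lysed with saponin/Triton-X containing SYBR Green and read by fluorescence.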
* marks the source's active call; other numbers are inactive results; i = inactive; ? = inconclusive; [ ] = dose if it differs, or a comment. Potency is the fitted concentration of half-maximal effect. Only part of the results is shown (hit frequency here may not be typical).

SMILES	Pf Dd2 inh
COc1ccc(C2(CC(=O)N3CCC(Oc4ccc(F)cc4)CC3)CC(=O)N(C3CC3)C2=O)cc1 (stereo unspecified)	0.5%
CC(C)C[C@@H](NC(=O)C1=C[C@@H](NC(=O)Nc2ccc(OC(F)(F)F)cc2)[C@@H](O)[C@H](O)C1)C(N)=O	1.1%
Cc1ccccc1CCN1CCC(CN(C(=O)c2ccoc2C)C2CCCC2)CC1	?
O=C1CCCCC(CNC(=O)c2ccc3ccccc3n2)N1 (stereo unspecified)	?
COc1nc(C)c(C(=O)NC2CC(c3cc(=O)[nH]c(C)n3)C2)s1 (stereo unspecified)	-20.7%
COc1ccc(-c2cc(-c3cccnc3)cn3cncc23)cc1	?
COc1cccc(NC(=O)CSc2nc3c([nH]c4ccccc43)c(=O)n2-c2cccc(Cl)c2)c1	?
Cc1ccc2c(c1)N1C(=O)OC[C@@H]1CCN(C(=O)C1CCC1)C2	-3.6%[44.1 µM]
CN(CCOc1cccc(Cl)c1)C(=O)c1cccc(CCC(C)(C)O)c1	-9.0%
CCOc1ccc(C(c2c(O)cc(C)n(Cc3ccco3)c2=O)N2CCCCC2)cc1 (stereo unspecified)	76.8%[activator]
COc1ccc(C(=O)N2CCCCCCNC(=O)CC2)cc1F	-8.4%
COCCc1nncn1C1CCN(C(=O)c2ccc(C)s2)CC1	i
CCOC(=O)c1cc2c(=O)n3ccccc3nc2n(C(C)C)c1=NC(=O)c1c(-c2c(F)cccc2Cl)noc1C	?
Cc1cc2nn(-c3ccc(F)cc3)nc2cc1NC(=O)c1ccc(C(C)(C)C)cc1	-20.7%
COc1cc(-c2noc(-c3nc(-c4ccccc4)no3)n2)cc(OC)c1OC	-4.4%
CC(=O)N1CCC(N(CCCOC(C)C)C(=O)Nc2ccc(C)c(C)c2)CC1	3.9%
Cn1cc(C(=O)NCCc2ccc(Cl)cc2)c(=O)c2cc(S(=O)(=O)N3CCCCC3)ccc21	64.5%[activator]
Cc1cc(C)c(NC(=O)CN2C(=O)c3cccnc3Oc3ccc(Cl)cc32)c(C)c1	i
NC(=O)c1cc[nH]c1C1CCCN(Cc2ccc3c(c2)CCO3)C1 (stereo unspecified)	i
Cc1nc(-c2ccccc2)n(Cc2nc(-c3ccc(Cl)cc3)oc2C)c(=O)c1CCO	i
O[C@H]1CC[C@@H](Cc2cc(-c3ccc(F)cc3)on2)O[C@@H]1CNC1CCOCC1	?
COCCN1C(=O)CS(=O)C12CCN(C(=O)c1ccc3cc[nH]c3c1)CC2 (stereo unspecified)	5.7%
Cc1cccc(C(=O)Nc2cc3nn(-c4ccc(C(C)C)cc4)nc3cc2C)c1	2.6%
COCCN(Cc1ccccc1F)Cc1cc2c(cc1OC)OCO2	?
Cc1ccc(C)c(NC(=O)c2cc3cn(C4CC4)cc3s2)c1	-1.7%

Remaining list, next part:
SMILES	Pf Dd2 inh
CN(C)C(=O)CC(O)c1cc2n(n1)CCN(C/C=C/c1ccccc1)C2 (stereo unspecified)	16.0%
CNC(=O)[C@@H](c1ccc(OC)cc1)N1CCC[C@H]1C(=O)NC1CCCC1	28.8%[44.1 µM]
COCc1nnc2n1CCC(NC(=O)c1ccn(C)n1)CC2 (stereo unspecified)	24.8%
CC(=O)N[C@@H]1C=C[C@@H](c2c(C)nn(-c3ccc(C(F)(F)F)cc3)c2C)C1	?
COC[C@H]1CCCN1C(=O)C[C@@H]1O[C@H](CNS(=O)(=O)c2ccc(Cl)cc2)[C@@H](O)[C@H]1O	-0.8%
CCCn1c2ccccc2c2cnn(CC(=O)NCCCN(Cc3ccccc3)C(C)C)c(=O)c21	?
Fc1ccc(OC2CNC2)c(F)c1	15.5%[44.1 µM]
CC1=C(C(=O)Nc2ccc(Cl)cc2)C(c2ccccc2F)n2nc(SCc3cccc(Cl)c3)nc2N1 (stereo unspecified)	36.4%[activator]
COc1ccccc1CNC(=O)CS(=O)Cc1nc(-c2ccc(OC)c(OC)c2)oc1C (stereo unspecified)	-9.3%
Cc1cc2nc3n(c(=O)c2n1CC(=O)Nc1cccc(C(F)(F)F)c1)CCC3	-7.5%
O=C1NCC2(CCN([S+](=O)([O-])c3ccccc3)CC2)Oc2ccccc21	?
CCCCSCc1cc(C(=O)N2CC(C)(C)C(C)(O)C2)oc1C (stereo unspecified)	-5.3%
COc1cc2c(cc1OCc1ccccc1)N([S+](=O)([O-])c1cccc3cccnc13)CC21CCN(C)CC1	?
COc1cccc(-c2cc3c(=O)n(CCNC(=O)C(C)Oc4ccccc4)ccn3n2)c1 (stereo unspecified)	-9.2%
O=C(Nc1cccc(F)c1)N1Cc2[nH]cnc2C[C@H]1c1nc(-c2ccc(F)c(Cl)c2)no1	i
Cc1ccc(CS(=O)(=O)N2CCC(C3CCNC3)CC2)cc1C (stereo unspecified)	i
CCOC(=O)c1cc2c(=O)n3ccccc3nc2n(CC2CCCO2)c1=NC(=O)c1cccc(C(F)(F)F)c1 (stereo unspecified)	i
CC1=C[C@@H](CC#N)[C@H](C(C)C)C[C@H]1CC(=O)NCc1ccc(F)cc1	i
Cc1noc(C)c1-c1cc(-c2cccc(N3CCOCC3)c2)cn2cncc12	6.31µM*
Cc1cc(CN2CCC3(CC2)C(=O)Nc2ccccc23)no1	-7.8%[44.1 µM]
CSc1ccc(-c2nc3cccc(C)n3c2Nc2ccc(Cl)cc2)cc1	?
CCNC(=O)N1CCC(Cc2nncn2CC)C1 (stereo unspecified)	-8.8%
CC1=C(C(=O)Nc2ccccc2)C(c2cc(Br)ccc2F)n2ncc(C(=O)Nc3ccccc3)c2N1 (stereo unspecified)	1.12µM*
O=C(CCNS(=O)(=O)c1ccc2c(c1)CCCC(=O)N2)Nc1cccc(Cl)c1	25.4%
COc1cc(C2c3c(-c4c(C)cc(C)cc4O)n[nH]c3C(=O)N2Cc2ccco2)cc(OC)c1OC (stereo unspecified)	?

Random excerpt: six entries already listed.
SMILES	Pf Dd2 inh
O=C(Nc1cccc(F)c1)N1Cc2[nH]cnc2C[C@H]1c1nc(-c2ccc(F)c(Cl)c2)no1	i
CCOC(=O)c1cc2c(=O)n3ccccc3nc2n(CC2CCCO2)c1=NC(=O)c1cccc(C(F)(F)F)c1 (stereo unspecified)	i
COc1cc(C2c3c(-c4c(C)cc(C)cc4O)n[nH]c3C(=O)N2Cc2ccco2)cc(OC)c1OC (stereo unspecified)	?
Cc1ccc(CS(=O)(=O)N2CCC(C3CCNC3)CC2)cc1C (stereo unspecified)	i
O=C(CCNS(=O)(=O)c1ccc2c(c1)CCCC(=O)N2)Nc1cccc(Cl)c1	25.4%
CC1=C(C(=O)Nc2ccccc2)C(c2cc(Br)ccc2F)n2ncc(C(=O)Nc3ccccc3)c2N1 (stereo unspecified)	1.12µM*

Next part.
SMILES	Pf Dd2 inh
Cc1nc(-c2c3n(c(=O)n(Cc4cccc(Cl)c4)c2=O)CCCCC3)no1	i
O=C(c1cn[nH]c1-c1ccc(F)cc1)N1CC2CC(C1)[C@H]1CCCC(=O)N1C2 (stereo partly specified)	-26.7%
O=[S+]1([O-])NCC2(CCN(Cc3c(F)cccc3F)C2)Oc2ccncc21 (stereo unspecified)	9.1%
COc1ccnc(N2C[C@@H]3OCC(=O)N(CC4CC4)[C@@H]3C2)n1	i
COCCOC1CCN(C(=O)Cc2cccc(OC)c2)CC1	32.8%[activator]
CC(C)(C)C(=O)N1CCOC[C@H]1c1ncc(-c2ccc(OC(F)(F)F)cc2)[nH]1	?
Cc1cc(C(=O)N[C@@H]2CCOC[C@H]2OCC(=O)O)sc1-c1ccccc1	2.0%
Cc1ccc(-c2cc(C(=O)N3CCC4(CC(=O)NC4=O)C3)n[nH]2)o1 (stereo unspecified)	-8.8%
CNC(=O)C1CCC(Cn2c(=O)c3sccc3n(Cc3ccc(F)cc3)c2=O)CC1 (stereo unspecified)	-11.9%
CN(C)C(=O)N1CCCn2nc(CNC(=O)Nc3cccc(C#N)c3)cc2C1	-8.7%
COc1ccc2c(CNCCc3cccs3)c(C(=O)O)n(Cc3ccc(F)cc3Cl)c2c1	i
CCn1c2c(c(=O)n1Cc1ccccc1)CCN(C(=O)c1ncccn1)C2	44.1%[activator][44.1 µM]
Cc1nnc(-c2cc(-c3cnn(C)c3)ccn2)n1C1CCCCC1	i
Cc1ccc(CN(Cc2ccco2)C(=O)c2oc3cc(Br)ccc3c2C)cc1	-8.6%
CN1CCN(C)c2cc(-c3ccc(N4CCOCC4)cc3)ncc2C1	i
O=C(Nc1ccccc1)N1CCCC(c2nc(C3CCOCC3)no2)C1 (stereo unspecified)	11.7%
CCOCC(=O)N1CCC2(CC1)c1nccn1-c1ccccc1CN2C	22.8%[5.79 µM]
Cc1cc(=O)n2[nH]c(CC(=O)N3CC[C@@](O)(C4CCOCC4)[C@H](C)C3)nc2n1	-3.1%
CCn1cc(S(=O)(=O)NC2CCN(C(=O)N3CC4CC(C3)[C@H]3CCCC(=O)N3C4)CC2)cn1 (stereo partly specified)	-8.6%
COc1ccc(-n2cc(CN3CCCC(O)C3)c(-c3cccc(F)c3)n2)cc1 (stereo unspecified)	?
CNc1ncc(C(=O)N[C@@H]2COCC[C@@H]2OCc2c(C)noc2C)cn1	-18.6%
CCCCC(=O)N(C)CC1CCOC1 (stereo unspecified)	54.0%[activator][5.79 µM]
Cc1csc(Nc2ccc3c(n2)CN(C)C(=O)CO3)n1	-24.8%[44.1 µM]
O=C1NCCOCCN[C@@H]2CCCC[C@H]12	-1.1%
NC(=O)c1cccc(CN2CCCC23Cc2ccccc2N(C(=O)c2ccc(Cl)cc2)C3)c1 (stereo unspecified)	?

(cont.)
SMILES	Pf Dd2 inh
COc1ccccc1CNC(=O)CCC1CCN(S(=O)(=O)c2ccccc2)CC1	-47.6%
CCOc1ccccc1NC(=O)N1CCC2(CC1)Oc1ccccc1C(=O)N2Cc1ccccc1F	?
Fc1ccc2c(c1)nc1n2[C@@H](CNCc2c[nH]c3ccccc23)COC1	?
Cc1cccc(C)c1Oc1ncccc1CNC(=O)CC1CCC(=O)N1 (stereo unspecified)	-2.0%
CCc1nnc2c(N3CCN(c4cc(Cl)ccc4C)CC3)nc3ccccc3n12	51.1%[activator]
O=C1CS(=O)(=O)C2(C(=O)N(Cc3ccc(F)cc3)c3ccccc32)N1c1cccc(C(F)(F)F)c1 (stereo unspecified)	?
NC(=O)CN1C(=O)[C@@H]2CN(S(=O)(=O)c3ccc(F)cc3)CCN2C1=O	7.5%[44.1 µM]
COc1ccc(NC(=O)N2C[C@@H](F)C[C@H]2C(=O)N2CCCCC2)c(OC)c1	49.9%[activator]
Cc1cnc(CCNS(=O)(=O)c2cn(C)cn2)n1C1CCC1	-15.8%
COCc1nc(C2CCOCC2)nn1CC1COCCO1 (stereo unspecified)	-8.7%
CCN1C(=O)CCN(S(=O)(=O)c2ccccc2)CC12CCOCC2	22.2%
COC(=O)c1cccc(NC(=S)N[C@H]2CO[C@H]3[C@@H]2OC[C@@H]3n2nnnc2Oc2cccc(N3CCOCC3)c2)c1	-6.9%
Cc1cc(C(=O)Nc2cccc(-c3nnc4n3CCCC4)c2)n[nH]1	?
Cc1cc(C)n2nc(C(=O)N3CCCC4(CNC(=O)O4)C3)cc2n1 (stereo unspecified)	?
Cc1nc(-c2cccc(Cl)c2)n(Cc2cccc(F)c2)c(=O)c1CCO	i
O=C(O)CCCC(=O)N1Cc2ccccc2CC2(CCCN(Cc3ccccc3)C2)C1 (stereo unspecified)	-1.9%
Cc1nc(C(C)C)sc1C(=O)N1CCCC(OCc2ccccn2)C1 (stereo unspecified)	-0.7%
CCOc1cc(=O)n2c(c1C(=O)NCc1ccccc1Cl)CCCCC2	-13.8%
Cc1noc(-c2cn(C3CCN(C(=O)c4cccc(N(C)C)c4)CC3)nn2)n1	-15.1%
Cc1ccc(-n2nc(C)c([C@@H]3C=C[C@@H](NC(=O)COCC(=O)O)C3)c2C)cc1Cl	?
CCn1c(CN2CCC(C)CC2)nc2cc(NC(=O)c3cccc([N+](=O)[O-])c3)ccc21	6.31µM*
Cc1nc(-c2ccc(OC3CCN(C(=O)NC4CCCCC4)C3)cc2)no1 (stereo unspecified)	17.6%[5.79 µM]
Cc1ccc2c(c1)-c1onc(C(=O)N(C)c3ccc(F)cc3)c1CO2	-5.6%
Cc1nc2scc(C)n2c(=O)c1S(=O)(=O)Nc1ccc(N2CCOCC2)c(Cl)c1	7.8%
Cc1nc(-c2cn(C3CCCN(C(=O)c4ccc(F)c(Cl)c4)C3)nn2)no1 (stereo unspecified)	35.1%[activator]
O=c1[nH]ccn1C1CCN(Cc2ccccc2C(F)(F)F)CC1	i
Cc1ccc(-n2c(=O)c3ccc(C(=O)NCc4ccccc4Cl)cc3n(CC(=O)Nc3ccc(C)cc3C)c2=O)cc1	i
Cc1cc(NC(=O)N2CCCC(Cn3c(C)nc4cccnc43)C2)ccc1Br (stereo unspecified)	-18.1%
O=C(c1ccc(-c2ccc(O)cc2)cc1)N1CCOC2(CNCCOC2)C1 (stereo unspecified)	-16.8%
O=C(NCc1nnc2ccc(-c3ccc(Cl)cc3)nn12)c1cccc2[nH]ccc12	-3.7%

Another view of part of the listing above.
> O=C1CS(=O)(=O)C2(C(=O)N(Cc3ccc(F)cc3)c3ccccc32)N1c1cccc(C(F)(F)F)c1 (stereo unspecified)
  Pf Dd2 inh = ?
> NC(=O)CN1C(=O)[C@@H]2CN(S(=O)(=O)c3ccc(F)cc3)CCN2C1=O
  Pf Dd2 inh = 7.5%[44.1 µM]
> COc1ccc(NC(=O)N2C[C@@H](F)C[C@H]2C(=O)N2CCCCC2)c(OC)c1
  Pf Dd2 inh = 49.9%[activator]
> Cc1cnc(CCNS(=O)(=O)c2cn(C)cn2)n1C1CCC1
  Pf Dd2 inh = -15.8%
